Screening data as filed in PubChem BioAssay.
MMP13 inh: human MMP13 inhibitors, primary screen, biochemical, FRET peptide cleavage; MMP-13 fTHP FRET cleavage, Mca fluorescence; Collagenase 3 (Homo sapiens), P45452; hit rate 0.07% among 65,000; inhibition, % at 4 µM;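 active means inhibition above the mean of compound-free control plate wells plus 3 SD, cut at about 14% in these data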;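 further: 0% = DMSO wells and 100% = wells with reference MMP-13 inhibitor after basal subtraction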
HTR1E antagonist: 5-HT1E receptor antagonists, primary screen, cell-based, HTS; CHO 5-HT1E Ga15 NFAT-bla reporter, FRET, antagonist; inhibition, % at 6 µM; hit rate 0.99% among 65,000; AID 571, 2007;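 active means inhibition above a set limit, the mean inhibition across every tested compound plus 3 SD, cut at about 29% in these data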;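 further: signal is the 460 over 535 nm emission ratio of beta-lactamase substrate; 0% = agonist plus DMSO wells and 100% = wells without agonist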
Fluor 339 460: intrinsic fluorescence of library compounds, ex339/em460 – biochemical, MLSMR library, data from DPM-DC assay, artefact control, profiling panel. compound autofluorescence, ex339/em460 nm, NADH buffer; stronger effect = higher value; 1 = no-compound wells, NADH background. fluorescence fold increase at 10 µM. hit rate 5.5% among 65,000. AID 709, 2007;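 active means at 10 µM, mean starting fluorescence two-fold or more over control wells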;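 further: signal is the first read of a kinetic run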
5-HT1A blocker: human 5-HT1a receptor antagonists, primary screen, cell-based, CHO, Ga15 NFAT-bla reporter; 5-hydroxytryptamine receptor 1A (Homo sapiens), P08908; hit rate 0.68% among 62,000; CHO 5-HT1a Ga15 NFAT-bla reporter, antagonist mode; inhibition, % at 10 µM;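 active means inhibition above the mean of all tested compounds plus 3 SD, cut at about 43% in these data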;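 further: receptor stimulated by 5-CT agonist at 100 nM near EC80; beta-lactamase reporter measured by ratiometric fluorescence of a cleavable substrate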
Target sequence (P08908 whole entry, looked up): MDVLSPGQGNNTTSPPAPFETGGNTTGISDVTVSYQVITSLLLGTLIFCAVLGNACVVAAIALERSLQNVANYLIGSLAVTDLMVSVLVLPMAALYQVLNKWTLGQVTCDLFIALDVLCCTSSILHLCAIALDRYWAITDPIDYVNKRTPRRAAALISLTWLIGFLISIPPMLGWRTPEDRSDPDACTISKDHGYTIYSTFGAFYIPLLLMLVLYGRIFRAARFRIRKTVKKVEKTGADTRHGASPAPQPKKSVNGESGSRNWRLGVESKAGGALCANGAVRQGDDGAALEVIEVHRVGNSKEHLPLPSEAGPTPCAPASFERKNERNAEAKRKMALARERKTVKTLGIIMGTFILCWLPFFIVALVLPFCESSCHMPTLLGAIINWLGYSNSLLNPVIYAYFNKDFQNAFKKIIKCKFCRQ
HER2 expr 66K: inhibitors of Her2 protein expression, primary screen, SKBR-3 cells, AlphaScreen, 66K library; Receptor tyrosine-protein kinase erbB-2 (Homo sapiens), P04626; SKBR-3 HER2 protein level, 18-24 h; stronger effect = lower value; HER2 level % of control, % at 10 µM; hit rate 0.69% among 65,000; AID 645, 2007;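 active means HER2 level under 5% of the carrier-only control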;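 further: 100% = DMSO carrier and 0% = 500 nM PU-H71 HSP90 inhibitor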
A340 absorber: compound light absorbance at 340 nm, profiling panel, artefact control, biochemical, MLSMR library, data from PS, PMK, MK assays. compound absorbance at 340 nm, fold over control. fold change at 10 µM. 65,000 tested, under 10 active. AID 708, 2007;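 active means at 10 µM dose, initial 340 nm absorbance at least 2 fold that of control wells; inactive means change under 2 fold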;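 further: initial absorbance extrapolated from kinetic A340 decline of NADH oxidation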
S1P3 ag: human S1P3 receptor agonists, primary screen, cell-based, primary and confirmation, NFAT-BLA reporter. Sphingosine 1-phosphate receptor 3 (Homo sapiens), Q99500. S1P3 NFAT-BLA reporter cells, agonism, FRET ratio; relative to 1 µM S1P, basal subtracted. activation, % at 4.5 µM. hit rate 0.1% among 60,000;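 active means activation above the screen-wide mean plus 3 SD, cut at about 4.5% in these data, passing the limit was not always enough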; further: some compounds called inactive have numbers as strong as hits
Target sequence (Q99500 whole entry, looked up): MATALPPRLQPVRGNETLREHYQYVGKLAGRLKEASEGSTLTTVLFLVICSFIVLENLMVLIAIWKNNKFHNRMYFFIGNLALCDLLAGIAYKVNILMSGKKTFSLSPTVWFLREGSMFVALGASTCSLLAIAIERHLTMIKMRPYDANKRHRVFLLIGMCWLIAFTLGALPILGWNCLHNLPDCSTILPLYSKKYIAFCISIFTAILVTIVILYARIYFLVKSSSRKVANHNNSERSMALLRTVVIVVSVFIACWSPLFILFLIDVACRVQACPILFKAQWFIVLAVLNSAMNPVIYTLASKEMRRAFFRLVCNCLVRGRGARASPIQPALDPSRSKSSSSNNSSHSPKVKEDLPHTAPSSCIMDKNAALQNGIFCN
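Assay system: CHO cells stably expressing human S1P3, Gα16 and NFAT-β-lactamase reporter. Timing: overnight plating, 4 h compound 37 °C, 2 h substrate RT. Signal: β-lactamase FRET emission ratio 460/535 nm. Measure: percent activation versus median 1 µM S1P response, basal-subtracted, per plate. Repeats: primary screen single test, confirmation screen in triplicate.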
5HT1E ag: 5-HT1E receptor agonists, primary screen, cell-based, HTS; 5-hydroxytryptamine receptor 1E (Homo sapiens), P28566; CHO 5-HT1E Ga15 NFAT-bla reporter, FRET; 0% DMSO wells, 100% control agonist wells; activation, % at 6 µM; hit rate 0.69% among 65,000; AID 574, 2007;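 active means activation above a set limit, the screen-wide mean activation plus 3 SD, cut at about 8.5% in these data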;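 further: 100% = positive control agonist at 1 µM giving full maximal response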
S1P1 ag pot: S1P1 agonists and agonism potentiators, primary screen, cell-based, primary and confirmation screens, CRE-bla reporter. Sphingosine 1-phosphate receptor 1 (Homo sapiens), P21453. S1P1 CRE-bla cells, forskolin, beta-lactamase FRET, potentiator mode; S1P1 agonist co-added at EC20, 2 nM; 100% = saturating reference agonist, 0% = basal. activation, % at 9.5 µM. hit rate 0.57% among 56,000. AID 449, 2006;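 active means activation above a cutoff set at the mean activation of all tested compounds plus 3 SD, cut at about 54% in these data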;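 further: forskolin at 4 µM as EC80 and the EC20 agonist is SEW2871; 100% = SEW2871 at its EC100 plus forskolin at EC80; some compounds past the cut are filed as inactive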
* hit, by the source's call; · = not tested or not shown; [ ] = dose if it differs, or a comment.

SMILES | MMP13 inh | HTR1E antagonist | Fluor 339 460 | 5-HT1A blocker | HER2 expr 66K | A340 absorber | S1P3 ag | 5HT1E ag | S1P1 ag pot
CC1=C(C(=O)N2CCOCC2)C(c2cccs2)NC(=O)N1 (configuration not stated) | 3 | -6 | 1.1 | 6 | 94 | 1 | -1.1 | -1.3 | -12
COc1ccccc1-c1nnc(Nc2nc3c(OC)cccc3s2)o1 | -45[fluorescence artefact?] | 53* | 1.6 | 51* | 77 | 1.2 | -1.4 | 0.6 | -28
COc1ccc(-c2nnc(SCc3cccc(C#N)c3)o2)cc1 | 3 | 4 | 1.1 | 0 | 101 | 1 | -0.5 | -0.5 | 19
O=C(Nc1nccs1)C(NS(=O)(=O)c1ccc(Br)s1)c1ccccc1 (configuration not stated) | -1 | 9 | 1.1 | -4 | 77 | 0.99 | · | -0.4 | ·
COCCNC(=O)c1ccc(NS(=O)(=O)c2cc(C)ccc2C)cc1 | 5 | -8 | 1.1 | 8 | 108 | 1 | -1.0 | -0.6 | 7
Cc1cc(C)cc(NC(=O)CN(C)S(=O)(=O)c2cnc[nH]2)c1 | -6 | -88 | 1.1 | -3 | 103 | 1 | -0.3 | 0.2 | -29
COc1ccc(-c2noc(CCC(=O)N3CCN(c4cc(C)ccc4C)CC3)n2)cc1 | 3 | -3 | 1.1 | 6 | 110 | 1.1 | · | -1.7 | ·
CCOC(=O)N1CCN(C(=O)Cc2cccs2)CC1 | 2 | 6 | 1.1 | 4 | 97 | 1 | -1.3 | -0.3 | 11
Cn1nnnc1SCC(=O)Nc1ccccc1C(=O)NCc1ccccc1 | 0 | 6 | 1 | -5 | 89 | 1 | 0.2 | 0.6 | -24
O=S(=O)(c1ccc(S(=O)(=O)N2CCCC3(CCCCC3)C2)cc1)N1CCCCC1 | -4 | -8 | 1.1 | -9 | 68 | 1 | 0.2 | 0.4 | -3
OC12CCCCC1C(c1ccc3c(c1)OCO3)N(Cc1ccc(F)cc1)CC2 (configuration not stated) | 2 | 14 | 1.1 | 36 | 71 | 1 | -0.5 | -1.0 | -1
O=C(CN1CCOCC1)NCC12CC3CC(CC(C3)C1)C2 | 1 | 3 | 1 | -9 | 56 | 1 | 1.0 | 0.3 | -44
O=c1c2ccccc2[nH]c(=S)n1CCN1CCN(Cc2ccccc2)CC1 | -1 | -1 | 1.1 | 0 | 108 | 1.1 | -0.2 | 0.0 | -16
CC(=O)c1cccc(NC(=O)NCc2cccnc2)c1 | 4 | -3 | 1.2 | -6 | 96 | 1 | -0.7 | 0.4 | ·
O=C(CSc1nnc(-c2cccs2)n1-c1ccccc1)NCc1ccc2c(c1)OCO2 | 5 | 1 | 1 | 12 | 106 | 1 | -0.8 | -0.6 | 18
Cc1cc(C)n(-c2nc3sc4c(c3c3nnc(SCC(N)=O)n23)CC(C)(C)OC4)n1 | -19 | 8 | 2.7* | -8 | 101 | 1.1 | -1.3 | -0.6 | -2
COc1ccc2c(c1)CCCC21NC(=O)NC1=O (configuration not stated) | 2 | 8 | 1.1 | -1 | 96 | 0.99 | -1.3 | -1.2 | -6
Cn1c(SCC(=O)NCc2ccc3c(c2)OCO3)nnc1-c1cc2ccccc2cc1O | -1 | 5 | 1.3 | 1 | 63 | 1 | -1.3 | 0.6 | 4
CCOc1ccc(CN(Cc2ccco2)C(c2cccs2)c2nnnn2C(C)(C)C)cc1 (configuration not stated) | 4 | 3 | 1.1 | 35 | 87 | 1 | -2.2 | -0.9 | -32
Cc1cc(=O)n2nc(N3CCCC(C(=O)NCCC4=CCCCC4)C3)sc2n1 (configuration not stated) | 2 | 1 | 1.1 | 0 | 104 | 1.1 | -0.6 | -0.7 | 21
O=C(O)CCc1ccc(-c2cccs2)n1Cc1ccco1 | -10 | 6 | 1.6 | 1 | 94 | 1.1 | -0.1 | 0.6 | -6
O=C(O)C1CC(=O)N(c2ccc(F)c(F)c2)C1 (configuration not stated) | 2 | -8 | 1 | 4 | 62 | 1 | -0.2 | -0.9 | ·
C=CCn1c(Cc2ccc(OC)cc2)nnc1SCc1nc2ccccc2c(=O)[nH]1 | -5 | 1 | 1.1 | -10 | 89 | 1 | -0.4 | 0.6 | 8
CCCCn1c(SCC(=O)Nc2nc(C)cs2)nnc1-c1cccnc1 | 1 | 7 | 1.1 | -18 | 85 | 1 | 0.7 | 0.2 | -1
C[N+](C)(C)CCCCCCCCCC[N+](C)(C)C | -9 | -2 | 1 | · | 112 | 0.98 | -1.4 | -0.1 | 8
CC(C)C(=O)Nc1nnc(CCc2nnc(NC(=O)C(C)C)s2)s1 | 4 | -15 | 1.1 | -2 | 67 | 0.99 | 0.5 | -0.1 | -4
Cc1nn2c3ccccc3nc2n(Cc2ccccc2)c1=O | 1 | 5 | 1.1 | -10 | 111 | 1 | -0.1 | 0.1 | 0
COc1ccc(CC(=O)NC2CCN(Cc3nnnn3C(C)(C)C)CC2)cc1OC | -2 | -3 | 1.1 | -9 | 96 | 0.97 | -2.1 | -0.2 | -5
CC1CCC/C(=C\Nc2ccc(O)cc2)C1=O (configuration not stated) | 7 | 0 | 1.1 | 3 | 108 | 1.1 | -0.6 | -0.5 | -2
CC1CCc2ccc(F)cc2N1S(=O)(=O)c1cccs1 (configuration not stated) | 1 | 19 | 1.1 | 12 | 75 | 1 | 0.5 | -1.0 | -5
Fc1ccc(Cn2nnc(-c3ccc(CN4CCOCC4)cc3)n2)cc1 | 6 | 13 | 1 | 1 | 103 | 0.97 | -1.0 | 0.1 | 4
COCc1cc(C)nc(SCC(=O)Nc2cccc3cccnc23)c1C#N | 3 | 42* | 1.2 | 1 | 87 | 1.1 | 0.6 | -0.4 | -18
Cc1ccc(S(=O)(=O)N2CCOCC2)cc1C(=O)OCC(=O)N1CCc2ccccc2C1 | 5 | 5 | 1 | -3 | 102 | 0.99 | 0.2 | 0.2 | 22
Cc1cc(C)n(-c2nc3ccccc3nc2Nc2ccc(CC(=O)O)cc2)n1 | 0 | -1 | 1.2 | 4 | 92 | 1.1 | -0.2 | -0.1 | 8
CC(C)OCCCNc1nc2c(c(=O)n(Cc3ccccc3F)c(=O)n2C)n1C | 5 | 3 | 1.1 | -13 | 64 | 1 | -0.4 | 0.9 | -5
O=C(CN1CCOCC1)Nc1ccc(-c2nc3ccccc3[nH]2)cc1 | -2 | 2 | 1.4 | 7 | 88 | 1.1 | -1.1 | 1.1 | 12

Whole records, looked up by structure. Screens in order: MMP13 inh	HTR1E antagonist	Fluor 339 460	5-HT1A blocker	HER2 expr 66K	A340 absorber	S1P3 ag	5HT1E ag	S1P1 ag pot
Cc1cc(C)n(-c2nc3ccccc3nc2Nc2ccc(CC(=O)O)cc2)n1 in the list: 0	-1	1.2	4	92	1.1	-0.2	-0.1	8
CC(C)OCCCNc1nc2c(c(=O)n(Cc3ccccc3F)c(=O)n2C)n1C in the list: 5	3	1.1	-13	64	1	-0.4	0.9	-5

(list continues)
SMILES | MMP13 inh | HTR1E antagonist | Fluor 339 460 | 5-HT1A blocker | HER2 expr 66K | A340 absorber | S1P3 ag | 5HT1E ag | S1P1 ag pot
CCCC1(C(=O)OCC)NC(c2ccc(N(C)C)cc2)C2C(=O)N(c3ccc(F)cc3)C(=O)C21 (configuration not stated) | -15 | 1 | 1.1 | 3 | 83 | 0.99 | -0.6 | -1.1 | -4
CC(C)(C)c1ccc(-c2conc2N)cc1 | 5 | -3 | 1.1 | 16 | 74 | 1.1 | -1.2 | 0.1 | ·
O=C1NCC(CN(c2ccccc2)c2ccccc2)O1 (configuration not stated) | -8 | 7 | 1.1 | 2 | 83 | 1 | 0.5 | -1.5 | 1
CC1(C)CC(=O)C(C=NCCN2CCNC2=O)=C(O)C1 | 4 | -7 | 1 | 2 | 115 | 1 | · | 0.3 | ·
O=C(Nc1ccn(C2CC(OC(=O)c3ccccc3)C(CO)O2)c(=O)n1)c1ccccc1 (configuration not stated) | -1 | 0 | 1.1 | -15 | 121 | 0.99 | 0.0 | 0.6 | 3
Cn1c(=O)c2cc(S(=O)(=O)NCCC(=O)NCc3ccccc3Cl)ccc2n(C)c1=O | -7 | -3 | 1.1 | -1 | 117 | 1 | 0.6 | -0.1 | -19
COc1ccc(C(=O)CSc2nnc(-c3cc4ccccc4cc3O)n2Cc2ccco2)cc1 | 1 | -7 | 1.1 | 29 | 48 | 1.1 | -1.4 | -1.2 | 19
COc1ccc(C(=S)N(C)C)cc1OC | 4 | -5 | 1.1 | 5 | 77 | 1 | -0.2 | 0.0 | -9
O=C(CSc1nnc(Cn2nnc(-c3ccccc3)n2)n1-c1ccccc1)Nc1ccccc1 | 3 | -2 | 1.1 | 8 | 93 | 1 | -0.8 | -0.3 | -11
c1cc(C(c2nnnn2C2CCCCC2)N2CCN3CCCC3C2)ccn1 (configuration not stated) | -1 | -3 | 1.1 | -2 | 99 | 0.95 | -0.3 | -0.8 | -2
Cc1ccc(SCCNS(=O)(=O)c2ccc(F)cc2)cc1 | 0 | 4 | 1 | -1 | 94 | 0.99 | -2.3 | -0.8 | 21
O=C(OCCN=C1NS(=O)(=O)c2ccccc21)C1CC(=O)N(c2ccc(Cl)cc2)C1 (configuration not stated) | 3 | 4 | 1.1 | 4 | 93 | 1 | -0.7 | -0.3 | -10
Cc1cccc(C)c1NC(=O)CSc1nnc(CCCCCNC(=O)OC(C)(C)C)o1 | 7 | -4 | 1.2 | -2 | 99 | 1.1 | -0.5 | 1.1 | 6
CC1(O)c2ccccc2C(=O)N1CCc1ccccc1F (configuration not stated) | 1 | -1 | 1.1 | 8 | 63 | 1 | -0.2 | -0.6 | -36
Cc1nnc2ccc(N3CCN(c4ccccn4)CC3)nn12 | 8 | -2 | 1.1 | -23 | 108 | 1.1 | -0.6 | 1.1 | -36
CC(C)(C)NC(=O)C1CN(S(=O)(=O)c2ccccc2)CCN1S(=O)(=O)c1ccccc1 (configuration not stated) | 1 | -8 | 1.1 | -14 | 91 | 1 | -1.0 | -1.0 | -15
O=C(c1ccco1)N1CCN(CC(=O)N2c3ccccc3CCc3ccccc32)CC1 | -1 | -10 | 1.1 | -28 | 98 | 1 | -0.4 | 0.3 | -1
CCCNC(=O)Cc1ncn[nH]1 | 6 | 2 | 1.1 | 7 | 90 | 0.97 | 0.2 | -0.2 | -22
COc1ccc2nc(NC(=O)C3CCN(S(=O)(=O)c4cccc5nsnc45)CC3)sc2c1 | 1 | 27 | 1.1 | 10 | 100 | 1 | -1.5 | -0.6 | 38
O=C(CS(=O)(=O)c1ccccc1)c1ccc2c(c1)OCCO2 | -2 | 6 | 1.4 | 5 | 140 | 1.1 | -1.4 | -1.3 | 12
